Screens: PubChem, several laboratories
E coli growth: E. coli V3065 growth inhibition, primary screen, counter-screen for AddAB inhibitor project, absorbance, OD600; 18 h; inhibition, % at 11.9 µM; hit rate 0.27% among 330,000; AID 449728, 2010;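 active = inhibition above the campaign's mean inhibition across all tested compounds plus 3 SD, cut at about 9.9% in these data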;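 also: uninfected addAB+ strain grown without phage in ampicillin broth; 0% = DMSO wells and 100% = ciprofloxacin 0.95 µg/ml wells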
OPRM1-OPRD1 inv: inverse agonists of MOR-DOR heterodimerization, primary screen, cell-based, luminescence | AID 504357, 2011 | Mu-type opioid receptor (Homo sapiens) + Delta-type opioid receptor (Homo sapiens), … | inhibition, % at 9.3 µM | cell-based MOR-DOR heterodimer luminescence, inverse agonism | hit rate 0.21% among 340,000; in the data active = inhibition above about 22%, passing the limit was not always enough;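 also: 0% = cells with DMSO and 100% = wells without cells with DMSO; values of inactives mirror those of a sister screen read the other way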
Mot1-301 SUMO: yeast Mot1-301 growth rescue at high temperature, primary screen, SUMOylation pathway inhibitor project, S. cerevisiae, ATP luminescence, 38.5C. S. cerevisiae Mot1-301 growth rescue; percent above DMSO median, 100 means doubled. growth rescue, % at 18.8 µM. hit rate 1% among 320,000. AID 2716, 2010;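 active = every valid replicate shows activation above 250% relative to neutral control wells; inactive = the rest, any valid replicate at or below 250%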;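 also: OY570 slx delta 5 strain wells were the positive control but not used for scaling; some compounds called inactive have numbers as strong as hits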
phage Ecoli inh: growth loss of phage-infected E. coli, primary screen, RecBCD inhibitor project, absorbance, with phage, HTS | inhibition, % at 11.9 µM | hit rate 0.26% among 360,000 | AID 651602, 2012; in the data active = inhibition above about 11%
PKA-R2B activ: activators of PKA-R2B holoenzyme, primary screen, biochemical, fluorescence polarization, Cy5-IP20, human; cAMP-dependent protein kinase catalytic subunit beta (Homo sapiens) + cAMP-dependent …; PKA-R2B holoenzyme dissociation; R2B truncated from residue 108, S112A mutant; 0% DMSO only, 100% 113 µM cGMP; activation, % at 11.4 µM; hit rate 0.079% among 340,000;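 active = activation above a cutoff set at the mean over all compounds plus 3 SD, cut at about 18% in these data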;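 also: higher means more holoenzyme dissociation and a rise in polarization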
Target sequence (P31323 whole entry, looked up, other chains not shown, the tested form may be a part): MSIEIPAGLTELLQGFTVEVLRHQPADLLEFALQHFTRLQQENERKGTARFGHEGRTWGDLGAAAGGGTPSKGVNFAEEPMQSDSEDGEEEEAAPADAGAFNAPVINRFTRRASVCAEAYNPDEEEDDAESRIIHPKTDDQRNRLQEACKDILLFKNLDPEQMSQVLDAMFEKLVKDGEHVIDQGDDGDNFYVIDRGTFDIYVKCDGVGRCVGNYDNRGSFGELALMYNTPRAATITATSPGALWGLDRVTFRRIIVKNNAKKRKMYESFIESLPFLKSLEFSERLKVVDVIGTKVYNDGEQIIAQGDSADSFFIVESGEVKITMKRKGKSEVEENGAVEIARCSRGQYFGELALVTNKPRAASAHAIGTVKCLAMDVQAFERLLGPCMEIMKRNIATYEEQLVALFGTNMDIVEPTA
AddAB inh: growth inhibition of E. coli expressing H. pylori AddAB, primary screen, AddAB inhibitor project, absorbance. inhibition, % at 11.9 µM. hit rate 0.29% among 330,000; in the data active = inhibition above about 12%;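 also: 0% = vehicle wells of infected cells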
PKA-R1A activ: activators of PKA-R1A holoenzyme, primary screen, biochemical, fluorescence polarization, Cy5-IP20, bovine R1A, mouse PKAc | activation, % at 11.4 µM | PKA-R1A dissociation; scaled: DMSO 0%, 113 µM cGMP 100% | hit rate 0.083% among 340,000 | cAMP-dependent protein kinase type I-alpha regulatory subunit (Bos taurus) + …;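 active = percent activation above the mean of all tested compounds plus 3 SD, cut at about 19% in these data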;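 also: higher means more PKAc released from R1A so a rise in polarization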
OPRM1-OPRD1 ag: agonists of OPRM1-OPRD1 heterodimerization, primary screen, cell-based, luminescence; Mu-type opioid receptor (Homo sapiens) + Delta-type opioid receptor (Homo sapiens), …; cells; activation, % at 9.3 µM; hit rate 0.3% among 340,000; AID 504326, 2011; in the data active = activation above about 18%;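 also: 0% = vehicle-treated cells and 100% = reference agonist; values of inactives mirror those of a sister screen read the other way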
Tat transport: E. coli Tat export inhibitors, primary screen, MC4100, TorA-mCherry reporter, fluorescence, single point | inhibition, % at 10 µM | hit rate 0.036% among 340,000;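 active = mean replicate inhibition at least 50% and at least half of replicates individually reaching 50%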;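 also: exported cargo escapes ClpAP degradation while cytoplasmic cargo is degraded and loses fluorescence; 0% = median of neutral control wells and 100% = median of NaSCN control wells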
PfHsp90 set2: growth inhibition of PfHsp90-expressing yeast, primary screen, antimalarial PfHsp90 inhibitor project, S. cerevisiae, BacTiter-Glo luminescence, single point, set 2; BacTiter-Glo ATP, 48 h; yeast lacking PDR1 and PDR3 efflux regulators; inhibition, % at 9.4 µM; hit rate 0.32% among 310,000; AID 504621, 2011;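 active = every replicate shows inhibition above about 80%, whatever the replicate mean, limit read from the data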;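 also: 0% = DMSO neutral controls and 100% = 20 µM radicicol positive controls; yeast relying on Plasmodium falciparum Hsp90 in place of its own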
HTR5A inv ag: HTR5A inverse agonists in luminescence cell assay, primary screen, counter-screen for OPRM1-OPRD1 heterodimer inverse agonist project, full-deck HTS. 5-hydroxytryptamine receptor 5A (Homo sapiens), P47898. hit rate 0.083% among 340,000. AID 504634, 2011. inhibition, % at 9.3 µM. HTR5A cell line, inverse agonism; in the data active = inhibition mostly above about 23%, no sharp cut-off; inactive = mostly below about 18%;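 also: 0% = cells with DMSO and 100% = no-cell wells with DMSO; some compounds called inactive have numbers as strong as hits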
Target sequence (P47898 whole entry, looked up): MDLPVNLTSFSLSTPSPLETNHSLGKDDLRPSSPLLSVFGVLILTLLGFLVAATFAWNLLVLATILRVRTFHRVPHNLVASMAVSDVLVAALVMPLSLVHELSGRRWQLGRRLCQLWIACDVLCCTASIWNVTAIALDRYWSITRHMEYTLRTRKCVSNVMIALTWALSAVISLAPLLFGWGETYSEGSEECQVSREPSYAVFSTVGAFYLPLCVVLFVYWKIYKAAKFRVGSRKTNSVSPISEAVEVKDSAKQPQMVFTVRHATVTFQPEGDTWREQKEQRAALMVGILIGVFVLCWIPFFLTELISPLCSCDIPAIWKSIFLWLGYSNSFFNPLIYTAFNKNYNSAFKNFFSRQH
* hit, by the source's call; . = not tested or not shown. No enrichment for hits. About 2.2% of those tested had a hit in this group.

Structure	E coli growth	OPRM1-OPRD1 inv	Mot1-301 SUMO	phage Ecoli inh	PKA-R2B activ	AddAB inh	PKA-R1A activ	OPRM1-OPRD1 ag	Tat transport	PfHsp90 set2	HTR5A inv ag
COc1ccc(S(=O)(=O)N(C)C[C@H]2Oc3ccc(NC(=O)c4ccncc4)cc3C(=O)N([C@H](C)CO)C[C@@H]2C)cc1	-2.3	0	.	2.6	-9	-1.2	4	-0.1	9	20	-15
CC1CC(C)(C)NC(=S)N1CC(=O)NCc1ccccc1Cl (stereo not given)	-0.6	24	367	0.4	4	-0.9	6	-3.9	7	29	20
CCn1c(C)nc2cc(C(=O)NNC(=O)CN(C)S(=O)(=O)c3ccc(NC(C)=O)cc3)ccc21	-1.1	12	-6	1.5	6	-0.5	2	-3.1	0	.	13
CC(=O)Nc1ccc(S(=O)(=O)Nc2nc3ccccc3nc2Nc2cccc(S(N)(=O)=O)c2)cc1	-2.1	8	-13	1.1	5	-2.5	11	-1.6	6	1	3
COc1ccc(CNC(=O)C2CCCN(c3nccc(C)n3)C2)cc1 (stereo not given)	2.7	10	2	2.6	3	1.6	-2	-1.6	-1	.	-14
NC1=NN=C(c2ccc3c(c2)OCCO3)CS1	-1.4	5	7	2.7	-3	1.0	-9	-1.0	2	25	6
N#Cc1c(N2CCCCC2)nc(N2CCCCC2)c2c1CCN(Cc1ccccc1)C2	-0.8	9	10	0.9	1	-0.6	8	-1.8	-1	-1	10
Cc1cc(C)n(-c2ccc(Cl)c(C(=O)O)n2)n1	0.0	6	5	-0.5	10	-0.8	-1	-1.4	25	16	40*
O=C(CCCC(=O)N1CCN(c2ccccc2F)CC1)c1ccccc1	0.9	10	6	3.0	7	8.7	15	-2.0	2	-11	-21
CN(C)S(=O)(=O)c1ccc(Cl)c(NC(=O)COC(=O)CCC2CCCCC2)c1	0.6	4	5	0.2	5	-0.1	3	-0.7	11	.	2
Cc1ccc(S(=O)(=O)NCC(=O)N(CC(=O)NCc2ccco2)Cc2ccccc2)cc1	3.1	10	-7	1.0	-6	0.9	-10	-1.6	1	1	11
CCN(CC)C(=S)Nc1ccc(OC(F)F)cc1	0.8	-8	3	2.3	7	-1.7	2	1.7	-4	-5	33
NC(=O)[C@@H]1CC2(CC(c3cccc(NC(=O)CC(c4ccccc4)c4ccccc4)c3)=NO2)CN1C(=O)[C@@H]1CCC(=O)N1 (stereo not given in full)	-2.0	18	14	2.5	5	-0.4	-12	-3.3	-13	-16	-3
Cc1ccc2nc(-c3cccc(S(=O)(=O)N4CCCC4)c3)cn2c1	-1.4	0	10	1.0	5	-0.5	-3	0.1	-1	-24	8
Cc1cccc2cc3cccc(C)c3nc12	1.3	-5	-14	0.8	-2	3.5	10	0.9	4	11	-3
Cc1ccc(S(=O)(=O)Nc2ccc(C(=O)Nc3cc(C)on3)cc2)cc1	1.1	-7	9	3.0	-2	2.6	2	1.2	3	.	-15
CCOc1ccccc1N(CC(=O)NC(C)(C)C)C(=O)CCC(=O)Nc1nccs1	1.3	-7	-11	-1.3	-19	-0.4	2	1.4	-15	-2	-2
CCN=C1SC(CC(=O)NC(N)=O)C(=O)N1CC (stereo not given)	-0.7	2	11	1.1	-5	-1.2	5	-0.3	1	-30	8
CCOc1ccc(S(=O)(=O)N2CCN(Cc3ccc4c(c3)OCO4)CC2)cc1C	1.3	-14	328*	0.3	-9	4.9	-3	1.7	8	-5	1
COc1ccc(CN2CCN(C(=O)c3ccc(-c4ccccc4)cc3)CC2)c(OC)c1OC	-1.9	15	-4	3.6	2	1.9	-3	-3.0	0	15	12
O=C(/C=C/c1ccncc1)c1cc(Cl)ccc1O	1.3	-15	30	0.2	-4	-0.7	-5	3.0	16	0	-16
O=C(N[C@H](Cc1ccc(Cl)cc1)C(=O)O)OCC1c2ccccc2-c2ccccc21	0.1	10	25	1.0	-1	4.1	9	-1.8	5	-34	-26
Cn1nc(OCCOc2ccccc2)ccc1=O	1.7	12	-13	3.0	0	-3.0	-8	-2.4	-5	8	40*
CC1CCN(CC(=O)NC2CCCCC2)CC1	-1.2	17	-7	-1.5	-2	-0.4	-6	-3.3	1	12	-16
CCOC(=O)c1[nH]cnc1C(=O)Nc1ccccc1OC	-0.7	13	6	0.0	-10	0.3	-17	-2.5	8	-15	-16
CC(C)N(C(=O)N1CCC(c2nc(-c3ccncc3)no2)CC1)C(C)C	-2.2	-3	-11	3.0	-3	1.6	-4	0.5	1	2	-14
CCCn1c(NC(=S)Nc2ccccc2)nc2ccccc21	-2.4	-35	30	-1.5	-2	2.5	-6	6.1	-6	-2	-15
O=c1c2ccccc2nnn1CSc1nnc(-c2cccc(S(=O)(=O)N3CCCCC3)c2)o1	0.3	5	.	0.3	-4	3.8	1	-0.8	5	-10	-11
CCN1C(=O)C(CC(=O)Nc2ccc(OC)cc2)N(CCCN2CCN(c3ccc(OC)cc3)CC2)C1=S (stereo not given)	-1.3	-2	13	1.4	-12	4.3	-5	0.4	2	.	-11
CCCN(Cc1cc2cc(C)ccc2[nH]c1=O)C(=O)c1ccccn1	2.1	6	79	3.7	-7	0.3	-1	-1.2	-7	8	-4
N#Cc1ccc(CSc2nnc(-c3cccc(S(=O)(=O)N4CCCCC4)c3)o2)cc1	-1.6	11	-16	3.2	4	3.5	-3	-2.7	9	14	12
O=C(CSc1ncnc2c1oc1ccccc12)Nc1cccc(Cl)c1	-0.3	-29	16	0.6	1	2.6	-8	6.3	8	.	-16
CCCCNC(=O)C(C#N)c1nc2ccccc2nc1N1CCN(c2ccccc2F)CC1 (stereo not given)	-2.6	-4	-2	1.4	-5	-2.0	-7	0.7	-1	-27	11
CC1CC(=Cc2ccc(N)cc2)C(=O)O1 (stereo not given)	.	15	.	2.4	-4	.	-4	-3.5	-9	4	5
CC1CCC(NC(=O)c2cc3c(s2)CS(=O)(=O)C3)CC1 (stereo not given)	.	10	.	2.5	-15	.	-12	-1.7	1	15	0
CCN(CC)c1ccc(NC(=O)CCCCC(=O)Nc2ccc(N(CC)CC)cc2)cc1	-1.3	2	-9	0.4	-12	-2.6	1	-0.4	-6	0	10
CCC(C(=O)Nc1ccc(C(=O)Nc2ccccc2C(=O)O)cc1)c1ccccc1 (stereo not given)	.	15	3	0.3	-7	.	-5	-2.9	4	-1	-1
O=C(Nc1ccc2c(c1)CCC2)c1cnn2c1NC(c1ccco1)CC2C(F)(F)F (stereo not given)	-0.8	-104	12	2.5	-16	3.6	-12	23*	-4	-28	10
CC(C)(C)c1ccc(C(=O)N/C(=C\c2ccco2)C(=O)O)cc1	-2.2	20	-4	2.5	6	-1.5	3	-4.1	-8	-41	2
O=C(C1CCCCC1)N1CCN(c2nc(-c3ccc(F)cc3)cs2)CC1	-3.0	4	47	2.2	-4	-1.9	1	-0.7	3	-45	6
CN(C)S(=O)(=O)c1ccc(N2CCCC2)c(C(=O)NCc2cccc(C(F)(F)F)c2)c1	0.2	11	-18	1.2	-7	-1.1	-10	-1.9	-1	-24	4
CC1CCc2c(nc3ncnn3c2NCCc2ccccc2F)C1 (stereo not given)	3.2	-3	15	3.5	5	1.6	4	0.6	-4	9	-6
COc1cc(C(=O)NCC(=O)N/N=C\C(C)=C/c2ccccc2)cc(OC)c1OC	-2.2	6	2	-0.7	-1	1.8	-3	-1.1	16	-27	10
CC(=O)Nc1ccc(-c2nc3ccc(NC(C)=O)cc3o2)cc1	-3.8	-1	3	0.8	-8	-2.2	4	0.2	-8	4	4
Cn1nccc1C(=O)NC(=S)Nc1cc(Cl)cc(Cl)c1	-4.0	23	334*	-0.8	-10	1.8	-5	-3.7	4	2	3
Cc1ccc(N2CCN(C(=O)NC3CCCCC3)CC2C)cc1 (stereo not given)	1.6	14	32	2.9	-16	0.9	6	-2.8	-3	6	9
CCCc1cc(=O)[nH]c(SCC(=O)Nc2cccc(S(=O)(=O)N3CCCCC3)c2)n1	2.8	4	-2	-0.4	-3	0.8	-8	-0.7	7	-34	16
Cc1cc(O)c(-c2cc(C(=O)NCCc3ccc(S(N)(=O)=O)cc3)[nH]n2)cc1C	0.2	13	-12	-0.3	1	-1.4	-15	-2.5	3	-7	6
Cc1cc(C)nc(Sc2ccc3nnc(C(F)(F)C(F)(F)C(F)(F)F)n3n2)n1	1.2	-6	3	0.0	-5	0.1	-2	1.0	4	-30	-10
Cc1ccc(C2CC(=O)Oc3cc(C)c(Br)c(C)c32)cc1 (stereo not given)	2.7	-28	.	2.8	3	2.8	-2	5.6	8	-14	-7
Cn1cc(-c2ccccc2C(=O)O)c(=O)c2ccccc21	-1.9	7	-13	1.2	-10	0.8	-5	-1.3	-8	-3	6
CCN(CC)c1nc(N)nc(N(c2ccccc2)c2ccccc2)n1	-2.0	-14	3	-1.1	-1	-2.3	-2	2.4	-5	5	8
COc1ccc(OCc2nnc(SCC(=O)NNC(=O)c3ccc(C)cc3)n2C)cc1	0.0	15	118	1.8	-16	2.6	-7	-3.0	-10	-1	11
CC(C)Oc1ccc(Cn2c(-c3ccco3)n[nH]c2=S)cc1	-2.0	3	-7	1.1	-3	0.8	-3	-0.4	3	-12	19
CN(C)CCCNc1cc(O)c2ncccc2c1	3.7	-57	-4	10	5	-0.6	8	10	-8	-3	-9
CN(C)S(=O)(=O)c1ccc(N2CCCC2)c(C(=O)NC2CCCCC2)c1	-0.9	14	5	2.5	-17	0.3	-1	-2.7	-8	16	-8
COc1ccccc1C1C2=C(CC(C)(C)CC2=O)Nc2nnnn21 (stereo not given)	1.5	10	4	0.1	-1	3.4	-14	-1.9	0	-5	7
COc1ccc(S(=O)(=O)Cc2ccc(C(=O)NCc3ccccc3)o2)cc1	-0.9	20	-3	3.4	7	-0.3	-4	-4.0	-1	5	15
CC1Cc2ccccc2N1C(=O)CSc1nnc2c(n1)[nH]c1ccc(F)cc12 (stereo not given)	-2.8	15	-27	4.8	-1	1.7	9	-2.8	-7	-23	8
